Screening data as filed in PubChem BioAssay.
EP2 mod: EP2 receptor modulators, cAMP readout, primary screen, cell-based, HTRF cAMP, PGE2 stimulation | induction, % at 25 µM | actives 0.83% (n = 260,000) | EP2-expressing cells, cAMP HTRF FRET, PGE2 co-stimulation;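 active means compounds whose cAMP rise, as percent of the full-agonist control response, exceeds 60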;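 further: rat C6 glioma line stably carrying human EP2 under a CMV promoter; the protocol text gives 20 µM as final concentration; 100% = response of wells given 1 µM PGE2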
Target sequence (P43116 whole entry, looked up): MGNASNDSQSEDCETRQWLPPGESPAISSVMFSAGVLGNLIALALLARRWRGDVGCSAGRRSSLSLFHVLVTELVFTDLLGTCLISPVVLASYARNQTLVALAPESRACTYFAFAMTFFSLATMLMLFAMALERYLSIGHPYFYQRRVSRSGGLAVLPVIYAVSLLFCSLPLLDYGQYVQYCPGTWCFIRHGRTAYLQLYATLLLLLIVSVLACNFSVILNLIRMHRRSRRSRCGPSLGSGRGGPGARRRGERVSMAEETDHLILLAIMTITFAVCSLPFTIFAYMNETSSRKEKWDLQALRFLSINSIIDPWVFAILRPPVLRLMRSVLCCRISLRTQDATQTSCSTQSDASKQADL
Starred values were filed as active, the others as inactive. Not all compounds are listed; the hit share may differ from the screen's.

SMILES	EP2 mod
CC(=O)NC1(c2ccc(F)cc2)CCN(CC(=O)NCC2CC2)CC1	1
Cc1c(CN2CCc3c(nc(N4CCCC(C)C4)[nH]c3=O)C2)[nH]c2ccc(F)cc12 (centres undefined)	13
CCOc1ccc(-n2c(=O)[nH]c3c(C(N)=O)nc(C)nc32)cc1	-14
COc1cc(CC(=O)N2C3CCC2CC(O)(c2nccn2C)C3)cc(OC)c1OC (centres undefined)	-60
CC(C)(C)NC(=O)CN1N=C(c2ccccc2)Cn2c(cc3sccc32)C1=O	-18
CC(C)n1c(=O)n(CC(=O)N2CCCCC2)c2cccnc21	7
Cc1cc(-c2cnc(C)nc2C2CCCN(C(=O)C(C)C)C2)on1 (centres undefined)	-12
CCc1nn(CC(=O)NCCCN(C)C)c(=O)c2cc3ccsc3n12	5
COc1ccc(-c2ccc(=O)n(CC3CCN(C(=O)C4CCCC4)CC3)n2)cc1OC	24
COc1ccc(CC(=O)N2CCC(Cn3nc(-c4ccco4)ccc3=O)CC2)cc1	6
Cc1ccccc1C(=O)N1CCOc2nc3c(C)cccc3cc2C1	-40
CN1[C@@H](C(=O)Nc2cccc(O)c2)C[C@@H](c2cccs2)NS1(=O)=O	-30
COc1ccc(CC(=O)N2CCC(c3nc4sc5c(c4c(=O)[nH]3)CCCC5)CC2)cc1	0
COc1ccc(-c2nnn(C3CCN(C(=O)CCc4c(C)noc4C)CC3)n2)cc1	-25
Cc1cc(-c2cnc(C)nc2C2CCN(C(=O)c3ccc4c(c3)OCO4)CC2)on1	-10
CCn1nc(CC(=O)N2CCCC2c2nc3ccccc3[nH]2)c2ccccc2c1=O (centres undefined)	-15
Cc1sc2ncn3c(=O)n(CC(=O)N(C)C4CCCCC4)nc3c2c1C	-46
O=C(O)[C@H]1CN(C(=O)c2n[nH]c3c2CCCC3)C[C@@H]1c1ccccc1F	-23
CCCNC(=O)Cn1nc(CC)n2c(cc3sccc32)c1=O	14
CC1CCN(c2nc3c(c(=O)[nH]2)CCN(Cc2cnc4ccccc4c2)C3)CC1	-59
Cc1cc(-c2cncnc2C2CCN(C(=O)Cn3cnc4ccccc43)CC2)on1	-59
O=C(c1n[nH]c2c1CCC2)N1C2CCC1CC(c1ccc(F)cc1)C2 (centres undefined)	-26
CCn1c(N2CCC(C(=O)NC3CCN(Cc4ccccc4)CC3)CC2)nc2ccccc21	0
Cn1nc(C(C)(C)C)cc1C(=O)N1CCC(C(=O)c2nccs2)CC1	-32
c1csc(-c2nc3cnccn3c2NCc2ccc3c(c2)OCO3)c1	-69
CCn1c2cc(C)sc2c2cnn(CC(=O)N3c4ccccc4CC3C)c(=O)c21 (centres undefined)	-45
COC(=O)[C@H]1CN(C(=O)c2cnn(C)c2C)C[C@@H]1c1ccc(F)cc1	-7
Cc1nn(C)cc1C(=O)N1C[C@H](C(=O)O)[C@@H](c2ccc(F)cc2)C1	-7
Cc1cc(C(F)(F)F)n2nc(C(=O)N3CCN(Cc4ccco4)C[C@@H]3C(C)C)cc2n1	-31
COc1ccc2cc(C)c3nn(Cc4ccncc4)c(=O)n3c2c1	-10
CCc1cc2cc3c(cc2n2c(=O)n(CC(=O)N4CCOCC4)nc12)OCO3	-14
Cn1ccnc1C1(O)COC2(CCN(C(=O)c3ccc4c(c3)OCCO4)CC2)C1 (centres undefined)	-4
O=c1oc(-c2cccnc2)nn1Cc1ccccc1F	-6
CCc1nn(CC(=O)N2CCCC(C)C2)c(=O)c2cc3sccc3n12 (centres undefined)	2
CCc1ccc(CN2CCc3c(nc(N4CCC(C)CC4)[nH]c3=O)C2)cc1	-8
CCN(CC)C(=O)CN1CCCC(c2nc(C)ncc2-c2cc(C)no2)C1 (centres undefined)	0
CCn1c2ccccc2n2c(=O)n(CC(=O)N3CCCCC3)nc12	-28
Cc1cc(-c2cncnc2C2CCN(C(=O)CCn3nccc3C)CC2)on1	8
Cc1cc2nc(C3CCCCN3C(=O)c3oc(CN4CCOCC4)cc3C)[nH]c2cc1C (centres undefined)	-31
Cc1nn2c(NCc3cccnc3)c3c(nc2c1-c1cccs1)CCC3	-41
Cc1ncc(-c2ccncc2)c(C2CCCN(C(=O)Cc3ccc(F)cc3)C2)n1 (centres undefined)	-23
CCc1nn(CC(=O)N(CC)CC)c(=O)c2cc3sccc3n12	-13
Cc1nn2c(NCc3ccncc3)c3c(nc2c1-c1ccccc1)CCC3	-56
COc1ccc(C(=O)N2CCCC(c3ccnc4ncnn34)C2)cc1Cn1cccn1 (centres undefined)	-29
CCc1nn(CC(=O)NC(C)c2ccncc2)c(=O)c2cc3ccsc3n12 (centres undefined)	-14

Taken from above:
Result for COc1ccc(C(=O)N2CCCC(c3ccnc4ncnn34)C2)cc1Cn1cccn1 (centres undefined) in EP2 mod: -29
Result for Cc1nn2c(NCc3ccncc3)c3c(nc2c1-c1ccccc1)CCC3 in EP2 mod: -56

Going on with the list:
SMILES	EP2 mod
C=CCn1c(N2CCC(C(=O)NCCc3ccc(F)cc3)CC2)nc2ccccc21	-60
CCc1cc2cc3c(cc2n2c(=O)n(CC(=O)NC(C)(C)C)nc12)OCO3	-22
Cc1c(CN2CCc3c(nc(N4CCCC(C)C4)[nH]c3=O)C2)[nH]c2ccccc12 (centres undefined)	13
COCCn1c(=O)[nH]c2cc(C(=O)N3C4CCC3CC(c3ccc(F)cc3)C4)ccc21 (centres undefined)	-50
O=C(c1ccc(OC2CSC2)cc1)N1CCC[C@H]1[C@H](O)c1nc2ccccc2s1	-49
CN1CC=C(/C=C/c2ccc(Cl)cc2)CC1	-45
O=C(Cc1ccccc1F)N1CCCC(n2nc(-c3cccs3)ccc2=O)C1 (centres undefined)	-39
CC[C@H](Cn1ncc2ccccc2c1=O)NC(=O)Cc1cc(OC)ccc1OC	-40
CN(C(=O)c1ccccc1F)c1nc2c(s1)CCc1occc1-2	-17
CCc1nn(CC(=O)NCCOC)c(=O)c2cc3sccc3n12	-6
O=C(c1ccno1)N1CCCC(c2ncncc2-c2ccncc2)C1 (centres undefined)	-36
O=C(C1CCCCC1)N1CCC(Cn2nc(-c3cccs3)ccc2=O)CC1	-244
COc1ccc(OC)c2[nH]c(C(=O)N3C4CCC3CC(c3ccc(F)cc3)C4)cc12 (centres undefined)	-8
Cn1ccnc1C(NC(=O)N1CCCCC1)c1ccc(F)c(F)c1 (centres undefined)	-1
O=C(Cn1c(=O)n(Cc2cccs2)c2ncccc21)N1CCCC1	-1
COc1ccc(-c2ccc(=O)n(CC3CCN(C(=O)c4ccco4)CC3)n2)cc1	-12
Cc1c(-c2nc3cnccn3c2NCc2ccc3c(c2)OCO3)cnn1C	-30
CCCc1nn(CC(=O)NCc2ccco2)c(=O)c2cc3ccsc3n12	29
O=C(NC1(c2ccc3c(c2)OCO3)CCCC1)c1ccc(N2CCCCS2(=O)=O)cc1	-49
Cc1nn(CC(=O)N2CCC(n3nnc(-c4ccc(F)cc4)n3)CC2)c(=O)c2ccccc12	-9
CC(C)(C)C1=NN(CC(=O)NCc2cccs2)C(=O)c2cc3ccccc3n2C1	-24
CN1CCN(C(=O)[C@H]2C[C@@H](c3ccc(F)cc3)NS(=O)(=O)N2C)CC1	-8
C#CCNC(=O)C1CCN(c2nc3ccccc3n2CC=C)CC1	-13
Cc1cc2c(cc3c(=O)n(CC(=O)N4CCN(Cc5ccccc5)CC4)nc(C)n32)s1	14
C=CCn1c2cc(C)oc2c2cnn(CC(=O)NC34CC5CC(CC(C5)C3)C4)c(=O)c21	-20
CC1CCCN(c2nc3c(c(=O)[nH]2)CCN(Cc2ccco2)C3)C1 (centres undefined)	-17
C=CCn1c2cc(C)sc2c2cnn(Cc3ccccc3F)c(=O)c21	63*
Cn1ccnc1C1(O)CC2CCC(C1)N2C(=O)c1ccccc1Cl (centres undefined)	3
C=CCn1c2cc(C)sc2c2cnn(CC(=O)Nc3c(C)nn(C)c3C)c(=O)c21	-29
CCn1c2cc(C)sc2c2cnn(CC(=O)NCc3ccc(F)cc3)c(=O)c21	-28

Of the compounds above, 2 contain a Cl atom:
SMILES	EP2 mod
CN1CC=C(/C=C/c2ccc(Cl)cc2)CC1	-45
Cn1ccnc1C1(O)CC2CCC(C1)N2C(=O)c1ccccc1Cl (centres undefined)	3

New compounds follow.
SMILES	EP2 mod
COCc1ccc(C(=O)N2CCC(C(=O)c3nc4ccccc4s3)CC2)o1	-56
COc1ccc(-c2c(C)nn3c(N4CCCC(O)C4)c(C)c(C)nc23)cc1 (centres undefined)	-23
Cc1cc(-c2cn[nH]c2C2CCCN(C(=O)Cc3ccccc3F)C2)on1 (centres undefined)	-30
CCn1c(C(CC(C)C)NC(=O)COC)nc2cccnc21 (centres undefined)	-3
O=C(c1ccccc1F)N1CCC(Cn2nc(-c3ccco3)ccc2=O)CC1	-35
Cc1cnc(C(=O)N2CCC(c3nc(C)ncc3-c3ccncc3)CC2)cn1	-26
COc1ccc(-c2ccc(=O)n(CC3CCN(C(=O)c4ccc(F)cc4F)CC3)n2)cc1	-53
CC(C)[C@H]1CN(Cc2ccco2)CCN1C(=O)C(C)(C)C	2
O=C1CC2(CCN(C(=O)N3CCCC3)CC2)Oc2ccc(F)cc21	-29
COc1cccc(CN2CCN(C(=O)N3CCOCC3)[C@@H](C)C2)c1	-30
Cc1sc2nc(C3CC3)n(C3CCN(C(=O)c4c(F)cccc4F)CC3)c(=O)c2c1C	-17
Cc1nnnn1-c1cccc(C(=O)N2CCC(C(=O)c3nc4ccccc4s3)CC2)c1	-17
CCc1nn(CC(=O)NCc2ccccn2)c(=O)c2cc3ccsc3n12	13
CC(C)(C)n1nnnc1CN1CCc2nc(N3CCCC3)[nH]c(=O)c2C1	7
CCn1c2cc(C)oc2c2cnn(CC(=O)N(Cc3ccncc3)C3CC3)c(=O)c21	5
CC1CCCN(c2nc3c(c(=O)[nH]2)CCN(Cc2nccn2C)C3)C1 (centres undefined)	15
COCCNc1c(C)c(C)nc2c(-c3ccc(OC)cc3)c(C)nn12	-9
CC1CCN(c2nc3c(c(=O)[nH]2)CCN(Cc2ccccc2F)C3)CC1	-14
O=C(c1nc2ccccc2s1)C1CCN(C(=O)CCn2ncc3ccccc32)CC1	-74
CS(=O)(=O)N1CC=C[C@H]1C(=O)NCc1ccc(F)cc1	-16
Cc1cc(C)n(-c2ccc(C(=O)N(C)c3nc4c(s3)CCc3occc3-4)cc2)n1	-60
Cc1nn(CC(=O)N(C)C2CCCCC2)c(=O)c2cc3sccc3n12	-16
Cc1nn(CC(=O)NC(C)C)c(=O)c2cc3ccsc3n12	-16
Cc1nn(CC(=O)NC2CCCCC2C)c(=O)c2cc3sccc3n12 (centres undefined)	-34
CCOc1cc(CN2CCc3c(nc(N4CC(C)OC(C)C4)[nH]c3=O)C2)ccc1OC (centres undefined)	5
CN(C)c1cccc(C(=O)N2CCC(Nc3nc(C(F)(F)F)cc(=O)[nH]3)CC2)c1	13
COc1ccc(CC(=O)N2CCCC(c3c(S(C)(=O)=O)cnc4ncnn34)C2)cc1 (centres undefined)	-11
Cc1cc2cc3c(cc2n2c(=O)n(CC(=O)N4CCCCC4)nc12)OCO3	-1
COC(=O)[C@H]1CN(C(=O)c2c(C)noc2C)C[C@@H]1c1ccc(F)cc1	-37
CSc1ccc(-n2c(=O)[nH]c3c(C(N)=O)nc(C)nc32)cc1	-13

6 entries from above in another layout:
EP2 mod | Compound
-60 | Cc1cc(C)n(-c2ccc(C(=O)N(C)c3nc4c(s3)CCc3occc3-4)cc2)n1
-16 | Cc1nn(CC(=O)N(C)C2CCCCC2)c(=O)c2cc3sccc3n12
-16 | Cc1nn(CC(=O)NC(C)C)c(=O)c2cc3ccsc3n12
-34 | Cc1nn(CC(=O)NC2CCCCC2C)c(=O)c2cc3sccc3n12 (centres undefined)
5 | CCOc1cc(CN2CCc3c(nc(N4CC(C)OC(C)C4)[nH]c3=O)C2)ccc1OC (centres undefined)
13 | CN(C)c1cccc(C(=O)N2CCC(Nc3nc(C(F)(F)F)cc(=O)[nH]3)CC2)c1

Next section
SMILES	EP2 mod
CC(NC(=O)CC1CCCCC1)c1nc2cccnc2n1C(C)C (centres undefined)	-5
Cc1cc(-c2cn[nH]c2C2CCN(S(=O)(=O)c3ccc4c(c3)OCCO4)CC2)on1	-60
O=C(O)[C@H]1CN(C(=O)CCn2cccn2)C[C@@H]1c1ccc(F)cc1	0
CCN(CC)C(=O)NC(c1cccc(OC)c1OC)c1nccn1C (centres undefined)	16
NC(=O)CN1CCC2(CC1)NC(=O)c1ccccc1O2	-14
CC(C)NC(=O)CN1N=C(c2ccccc2)Cn2c(cc3ccccc32)C1=O	-36
Cc1nn(C)c(C)c1NC(=O)CN1CCC(O)(c2ccc(F)cc2)CC1	-20
CC1CCCCN1c1nc2c(c(=O)[nH]1)CCN(Cc1ccc(F)cc1)C2 (centres undefined)	-8
COC(=O)[C@H]1CCc2ccccc2N1C(=O)CCc1ccccc1	2
CCn1cc(C(=O)N2CCCC(c3nc(C)ncc3-c3ccncc3)C2)c(C)n1 (centres undefined)	6
Cn1c(N2CCC(C(=O)NCCc3ccc(O)c(O)c3)CC2)nc2ccccc21	-39
Oc1ccc(-c2nc3cnccn3c2NC2CCCCC2)cc1O	-53
O=C(c1nccs1)C1CCN(C(=O)c2n[nH]c3c2CCC3)CC1	-30
O=C(Nc1ccccc1F)N1CCC(c2ncncc2-c2ccncc2)CC1	0

EP2 mod: hit marks shown above
SMILES	EP2 mod
C=CCn1c2cc(C)sc2c2cnn(Cc3ccccc3F)c(=O)c21	63*
